PAFAH1B2 FP inh = inhibitors of human PAFAH1B2; recombinant PAFAH1B2, FP-rhodamine activity probe, fluorescence polarization; AID 492953; inhibition, % at 3.39 µM; actives 1.2% (n = 340,000); P68402;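 active means inhibition above the mean of all tested compounds plus 3 SD, cut at about 24% in these data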;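 further: 0% = enzyme with DMSO and 100% = wells lacking PAFAH1B2; many of its hits are not listed in these tables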
Target sequence (P68402 whole entry, looked up): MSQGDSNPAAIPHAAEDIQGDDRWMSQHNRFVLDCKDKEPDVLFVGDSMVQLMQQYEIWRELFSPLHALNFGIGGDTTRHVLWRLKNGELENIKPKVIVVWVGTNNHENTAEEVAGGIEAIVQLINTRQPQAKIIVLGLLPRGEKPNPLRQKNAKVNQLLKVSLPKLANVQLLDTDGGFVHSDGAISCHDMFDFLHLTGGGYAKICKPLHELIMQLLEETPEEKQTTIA
EBNA-1 inhibitor = blocks EBNA-1 binding to DNA. EBNA-1 DNA binding, fluorescence polarization. inhibition, % at 14.8 µM. actives 0.34% (n = 300,000); in the data active means inhibition above about 28%
PAFAH1B3 inh = PAFAH1B3 (human) inhibition; recombinant PAFAH1B3, FP-rhodamine probe, fluorescence polarization; inhibition, % at 3.39 µM; actives 0.28% (n = 340,000);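 active means inhibition above the screen-wide average of all tested compounds plus 3 SD, cut at about 25% in these data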;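 further: 0% = enzyme with DMSO only and 100% = wells lacking PAFAH1B3 protein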
LYPLA2 counter = blocks human lysophospholipase 2, a PME1 counter-screen. O95372. recombinant LYPLA2, FP-Rh probe fluorescence polarization. inhibition, % at 5.9 µM. actives 0.38% (n = 320,000). AID 2177;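 active means inhibition above the screen-wide mean plus 3 SD, limit set per campaign, cut at about 26% in these data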;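 further: 0% = LYPLA2 with DMSO and 100% = wells lacking LYPLA2 enzyme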
Target sequence (O95372 whole entry, looked up): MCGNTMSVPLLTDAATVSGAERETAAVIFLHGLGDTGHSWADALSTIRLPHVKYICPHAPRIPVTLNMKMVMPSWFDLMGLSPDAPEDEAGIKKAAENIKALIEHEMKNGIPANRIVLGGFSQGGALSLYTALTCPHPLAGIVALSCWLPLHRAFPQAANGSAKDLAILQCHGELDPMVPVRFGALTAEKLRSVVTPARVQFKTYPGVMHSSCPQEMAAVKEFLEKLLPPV
PAFAH2 inh = PAFAH2 (human) inhibition; recombinant PAFAH2, FP-rhodamine activity probe, fluorescence polarization; inhibition, % at 3.39 µM; actives 0.99% (n = 340,000); AID 492956;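 active means inhibition above the mean over all tested compounds plus 3 SD, cut at about 30% in these data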;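 further: inhibitors block probe labeling of enzyme so polarization drops; 0% = enzyme with DMSO and 100% = wells lacking PAFAH2 protein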
ZTA counter = ZTA (EBV) inhibition in EBNA-1 counter-screen; P03206; ZTA-DNA binding, fluorescence polarization; inhibition, % at 11 µM; actives 0.15% (n = 320,000); AID 2234; in the data active means inhibition above about 33%
Target sequence (P03206 whole entry, looked up): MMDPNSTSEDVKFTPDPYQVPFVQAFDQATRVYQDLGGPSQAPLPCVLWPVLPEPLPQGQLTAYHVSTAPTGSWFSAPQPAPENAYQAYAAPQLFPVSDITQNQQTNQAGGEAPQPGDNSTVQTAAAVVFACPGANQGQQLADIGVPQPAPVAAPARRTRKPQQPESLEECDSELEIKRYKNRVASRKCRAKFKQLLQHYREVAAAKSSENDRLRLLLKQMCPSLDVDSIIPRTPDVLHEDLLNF
LYPLA1 inh = blocks human lysophospholipase 1, a PME1 counter-screen | actives 0.16% (n = 320,000) | recombinant LYPLA1, FP-Rh probe fluorescence polarization | inhibition, % at 5.9 µM;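 active means inhibition above the mean of all tested compounds plus 3 SD, set per campaign, cut at about 14% in these data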;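 further: inhibitors block serine hydrolase probe labeling of LYPLA1 so polarization falls; 0% = enzyme with DMSO and 100% = wells lacking LYPLA1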
Target sequence (O75608 whole entry, looked up): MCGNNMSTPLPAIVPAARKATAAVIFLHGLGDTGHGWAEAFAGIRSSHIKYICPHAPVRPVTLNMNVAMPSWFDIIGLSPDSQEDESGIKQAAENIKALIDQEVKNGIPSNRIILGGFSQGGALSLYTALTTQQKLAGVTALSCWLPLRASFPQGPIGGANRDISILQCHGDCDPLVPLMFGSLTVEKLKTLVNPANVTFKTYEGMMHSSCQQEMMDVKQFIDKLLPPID
PREPL inh = human PREPL enzyme inhibition | Q4J6C6 | recombinant PREPL, fluorescence polarization activity-based probe | inhibition, % at 5.96 µM | actives 0.68% (n = 320,000) | AID 2751; in the data active means inhibition above about 43%;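 further: 0% = enzyme with DMSO and 100% = wells lacking enzyme; many of its hits are not listed in these tables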
pPAFAH inh = inhibitors of human plasma PAF acetylhydrolase (pPAFAH); inhibition, % at 3.39 µM; actives 1.5% (n = 330,000); AID 463082; recombinant pPAFAH, FP-rhodamine probe fluorescence polarization;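 active means inhibition above the mean inhibition across the screen plus 3 SD, cut at about 25% in these data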;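 further: inhibitors block binding of the rhodamine activity-based probe so polarization drops; 0% = enzyme with DMSO and 100% = wells lacking pPAFAH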
Starred values were filed as active, the others as inactive; x = not tested or not shown. Only part of the results is shown (hit frequency here may not be typical).

smiles | PAFAH1B2 FP inh | EBNA-1 inhibitor | PAFAH1B3 inh | LYPLA2 counter | PAFAH2 inh | ZTA counter | LYPLA1 inh | PREPL inh | pPAFAH inh
O=C(CCN1c2ccccc2Sc2ccccc21)Nc1ccccc1 | 3.6 | 2.1 | 1.7 | 3.0 | 7.0 | -10.6 | -2.6 | 10.8 | 13.8
CCOC(=O)CC1C(=O)NCCN1C(=O)c1cccc(OC)c1 (stereo unspecified) | 5.4 | 2.9 | 0.5 | 4.0 | -1.7 | -1.2 | 2.9 | 6.6 | 2.0
CC(C1CC1)N(C(=O)c1ccccc1[N+](=O)[O-])c1ccccc1 (stereo unspecified) | 16.0 | 4.5 | -0.8 | 12.7 | 5.7 | 8.9 | -1.5 | -10.7 | 8.7
Cc1ccc(NC(=O)CSc2n[nH]c(-c3ccncc3)n2)cc1C | 3.6 | -6.5 | -0.3 | 2.9 | -2.9 | 6.0 | -1.5 | 10.0 | 28.9*
CCSc1nnc(NC(=O)c2cccc(OCc3c(C)noc3C)c2)s1 | 2.3 | -12.7 | -0.7 | 3.3 | -3.4 | -10.7 | 2.7 | -2.8 | -6.9
COc1ccc(NC(=O)CN(C)C(=O)c2c(C)nn(Cc3ccc(C)cc3)c2Cl)cc1 | 1.2 | x | 5.2 | 2.7 | 7.6 | -34.4 | -0.5 | 8.2 | -0.5
COc1ccc(OCc2cc(C(=O)N3CCSCC3)no2)c(Cl)c1 | 0.5 | -9.4 | 13.0 | 10.3 | 0.2 | -18.7 | 0.7 | 14.3 | 2.1
Cc1ccc(CSCC(=O)N(C)CC(=O)Nc2cccc(F)c2)cc1 | 9.7 | -1.6 | -4.3 | 2.3 | 2.0 | -1.5 | -1.2 | -6.7 | -2.1
CCOc1ccc(C(=O)CCC(=O)Nc2ccncc2)cc1 | 4.3 | x | 1.6 | -0.2 | 5.0 | 4.3 | -4.6 | 0.4 | 1.1
CC1CCC(NC(=O)CCC(=O)N2CC(C)Oc3ccccc32)CC1 (stereo unspecified) | 6.6 | -6.9 | 4.1 | -3.3 | 5.5 | 1.8 | 0.3 | -0.3 | 3.5
O=C(N[C@@H]1CCC(=O)N(CC[C@H](Sc2ccccc2)c2ccccc2)CC1)OCc1ccccc1 | 6.1 | 1.1 | 4.2 | -1.5 | 16.0 | -7.0 | -2.7 | -6.9 | 7.2
O=C(Nc1nc2c(cc3c4c(cccc42)CC3)s1)c1ccccc1Cl | 0.7 | 21.0 | 13.5 | -17.5 | -21.7 | 14.4 | -10.8 | 1.3 | -2.7
Cn1c(=O)c(-[n+]2ccccc2)c([O-])c2ccccc21 | 2.0 | 4.9 | -5.4 | 3.5 | 3.7 | 7.6 | 0.0 | 6.0 | -0.5
Cc1ccc(CN2CCN(C(=O)c3ccco3)CC2)cc1 | -1.9 | -19.7 | 3.0 | -0.4 | -1.9 | -1.1 | 2.4 | 13.2 | -2.2
COc1ccc(CCNC(=O)c2ccc3c(c2)S(=O)(=O)N=C2CCCCCN23)cc1 | 4.0 | 6.9 | 3.9 | 2.8 | -5.1 | -0.3 | 2.7 | 9.5 | 3.5
Cc1ccccc1NC(=O)Cc1nc(COC(=O)c2cc(Cl)ccc2O)cs1 | 2.9 | 32.7* | 1.8 | 3.6 | 0.8 | -7.0 | 0.0 | 4.7 | 9.4
O=c1c2ccccc2nnn1CSc1nnc(COc2ccc(Cl)cc2)n1Cc1ccco1 | 4.1 | 8.6 | 0.2 | 8.8 | 0.3 | -9.7 | -2.9 | 6.5 | 9.0
Cc1cccc(C)c1Nc1c(-c2ccc(N3CCOCC3)cc2)nc2ncccn12 | 12.4 | 2.9 | 0.6 | 3.9 | -1.8 | -9.1 | 1.6 | 9.2 | 2.6
O=S(=O)(Nc1ccc(-n2cccc2)cc1)c1ccccc1 | 4.6 | -1.0 | 4.5 | 0.9 | 3.7 | -3.6 | 2.1 | -9.3 | 22.4
CNc1c([N+](=O)[O-])cnn1-c1cccc(Cl)n1 | 0.6 | -8.3 | -0.3 | -7.0 | 5.3 | 9.9 | -3.1 | -6.3 | 3.2
Nc1nc(Nc2ccccc2)nc2ccccc12 | -5.5 | 4.0 | 3.8 | 7.3 | 4.1 | 6.1 | 2.4 | 10.2 | 7.4
OCC1(CCOc2ccccc2)CCN(CCCn2cccn2)CC1 | 2.3 | -3.1 | 3.9 | 3.0 | 3.2 | 7.1 | -1.3 | 0.6 | 8.7
COC(=O)N1C(=O)[C@](c2ccc(OC)cc2)(C(C)C)N1C(=O)OC | 2.6 | -0.4 | -1.3 | 5.4 | -3.3 | -24.9 | 3.2 | 7.4 | 7.3
COc1ccccc1C(CCNCc1ccccc1)c1ccc(OC(C)C)cc1 (stereo unspecified) | -4.7 | -11.0 | -0.9 | -5.1 | 2.7 | 3.3 | 1.6 | -20.6 | -4.2
Cc1ccc(/C=N\NC(=O)Cc2cccn2C)o1 | x | -5.0 | x | -1.0 | x | -13.7 | -1.7 | 12.2 | 7.2
Fc1ccc(CNc2nc3ccccc3n3nnnc23)cc1 | 5.4 | 3.5 | 9.3 | 3.5 | 1.0 | 17.2 | 0.2 | 18.0 | 6.0
COc1ccc(N(C)C(=O)c2cn(C)c(=O)c3cc(OC)c(OC)cc23)cc1 | 1.7 | -13.7 | -7.6 | 4.7 | -3.6 | -12.9 | 4.5 | 6.3 | 1.8
Cc1ccc(NC2Nc3cc(C)nn3S2)c(C)c1 (stereo unspecified) | 3.6 | -6.0 | 4.3 | 7.1 | 0.8 | -12.8 | 3.4 | -9.9 | -2.3
C=CCN1C(=O)C(Cc2ccc(F)cc2)S/C1=N/N=C/c1ccco1 (stereo unspecified) | 1.8 | 13.0 | 2.3 | 8.6 | 0.6 | -1.2 | 0.2 | -6.6 | 1.4
CC(=O)C1=C(C)NC(SCSc2ccccc2)=C(C#N)C1c1cccnc1 (stereo unspecified) | x | -8.1 | x | 1.6 | x | -11.7 | -0.7 | 17.1 | 6.0
CC(C)(C)OC(=O)NCCCCCNC(=O)c1[nH]cnc1C(=O)Nc1ccc(Cl)cc1 | -6.6 | x | -10.6 | -51.1 | -28.8 | -11.2 | -31.8 | 4.7 | -0.2
COc1cc2ccccc2cc1C(=O)OCc1nc2ccsc2c(=O)[nH]1 | 0.4 | x | 4.7 | 3.4 | 0.6 | 13.4 | -2.6 | -12.0 | -1.4
CCN(CC(=O)Nc1c(F)cccc1F)C(=O)C1CC1C (stereo unspecified) | 1.7 | -6.3 | 5.8 | 0.3 | 2.4 | -9.2 | -0.9 | 4.5 | 1.9
Clc1ccc2nc(CSc3nc4ccccc4o3)cn2c1 | 10.1 | -0.8 | 6.9 | 2.5 | 1.7 | -19.0 | -1.7 | -2.5 | -0.2
O=C(N[C@H]1CC1c1ccccc1)c1ccc([N+](=O)[O-])cc1 (stereo partly specified) | 2.3 | 0.4 | 9.7 | -5.2 | -3.5 | 11.8 | -3.9 | 3.4 | 0.6
Cc1cc(C(=O)CN2C(=O)C(=O)N(Cc3ccccc3)C2=O)c(C)n1Cc1ccc(F)cc1 | 12.8 | x | 14.6 | -2.2 | -2.0 | -12.8 | -3.6 | 4.9 | 2.2
CCCCN(C(=O)c1cccs1)C1CCS(=O)(=O)C1 (stereo unspecified) | 3.0 | -5.9 | 6.1 | 3.4 | -3.9 | -2.4 | 3.0 | -0.9 | 2.7
CC1=C(C(=O)N(C)C)C(c2ccc(Cl)c(Cl)c2)NC(=O)N1 (stereo unspecified) | -0.3 | -9.6 | 6.2 | -7.2 | 3.0 | 2.7 | -1.3 | 1.6 | -2.1
O=C(Nc1ccc(NC(=O)C2CC2)nc1)c1cccs1 | 4.5 | -2.7 | 6.6 | 4.0 | 6.5 | -2.6 | 5.5 | 2.4 | -1.3
COc1ccc(-c2[nH]ncc2-c2ccc(Cl)cc2)c(O)c1 | 6.8 | -10.7 | 3.1 | 5.8 | -2.2 | -12.3 | -4.3 | -24.4 | 5.3

Gathered by group, the entries above with a thiophene ring, fused or not (3)
smiles | PAFAH1B2 FP inh | EBNA-1 inhibitor | PAFAH1B3 inh | LYPLA2 counter | PAFAH2 inh | ZTA counter | LYPLA1 inh | PREPL inh | pPAFAH inh
COc1cc2ccccc2cc1C(=O)OCc1nc2ccsc2c(=O)[nH]1 | 0.4 | x | 4.7 | 3.4 | 0.6 | 13.4 | -2.6 | -12.0 | -1.4
CCCCN(C(=O)c1cccs1)C1CCS(=O)(=O)C1 (stereo unspecified) | 3.0 | -5.9 | 6.1 | 3.4 | -3.9 | -2.4 | 3.0 | -0.9 | 2.7
O=C(Nc1ccc(NC(=O)C2CC2)nc1)c1cccs1 | 4.5 | -2.7 | 6.6 | 4.0 | 6.5 | -2.6 | 5.5 | 2.4 | -1.3

Continuation:
smiles | PAFAH1B2 FP inh | EBNA-1 inhibitor | PAFAH1B3 inh | LYPLA2 counter | PAFAH2 inh | ZTA counter | LYPLA1 inh | PREPL inh | pPAFAH inh
O=C(Cn1cnc2ccccc2c1=O)Nc1nnc(SCc2ccccc2)s1 | -0.2 | 0.1 | 7.0 | 0.2 | 11.6 | -13.0 | -1.1 | 12.7 | 13.4
O=C(OCCc1cc2ccccc2c(=O)o1)c1ccccc1C(F)(F)F | 4.2 | x | 6.5 | 10.7 | 5.1 | -11.2 | 3.3 | -2.0 | 6.6
Cc1cccc(OCCSc2nc3ccccc3n2CCC(=O)O)c1 | 6.6 | 2.5 | 4.7 | 1.3 | -0.3 | -16.6 | -1.7 | 6.2 | 2.8
CCN(CC(=O)NCc1cccs1)C(=O)C(c1ccccc1)c1ccccc1 | 2.3 | 10.6 | 1.4 | -0.8 | -9.3 | 11.9 | -1.0 | 8.9 | 6.2
COC(=O)c1cc(Br)c(=O)n(Cc2ccc(C(=O)O)cc2)c1 | 1.2 | -5.0 | 3.6 | -3.3 | -6.6 | 5.8 | 0.2 | 6.8 | 0.7
COc1ccc(NC(=O)CCN2CCN(c3ccccc3F)CC2)c(OC)c1 | 0.4 | 5.4 | 4.7 | -3.2 | -0.1 | -12.1 | 2.2 | 12.4 | 5.7
CC(C)CCNC(=O)c1ccc(Cn2c(=S)[nH]c3ccccc3c2=O)cc1 | -5.7 | 9.1 | -7.8 | 3.0 | -18.7 | 6.5 | -3.6 | 0.3 | -1.1
O=C(Nc1ccc(Br)cn1)c1cccc(C(=O)Nc2ccc(Br)cn2)c1 | 1.2 | 9.3 | -0.2 | -0.9 | -1.4 | -2.9 | 2.1 | 0.6 | 1.2
CSc1ccc(CNC(=O)CCn2ccc3cc(S(=O)(=O)N4CCCC4)ccc32)cc1 | 3.6 | 3.9 | 6.8 | 2.1 | 1.3 | 3.5 | -2.8 | -4.8 | 1.0
O=C(N/N=C/c1cccc(Cl)c1)c1c(O)c2c([nH]c1=O)CCCC2 | 3.0 | 1.6 | -3.0 | 3.7 | -9.7 | 21.1 | -1.0 | -3.1 | 0.2
COc1ccc(CCN(C)C(=O)c2ccc(COc3ccccc3)o2)cc1OC | 3.8 | -5.9 | 5.3 | -1.6 | 0.9 | -0.2 | -1.3 | 13.7 | -0.2
O=c1cc[nH]c2cccc(Cc3ccccc3)c12 | -3.0 | -3.7 | 1.5 | 1.3 | 0.8 | -0.4 | 4.0 | 15.0 | -3.7
CCOC(=O)C1=C(C)N(c2ccccc2)C(=O)NC1c1cccc([N+](=O)[O-])c1 (stereo unspecified) | 0.6 | 3.1 | 7.7 | 4.9 | 6.7 | -5.6 | -1.4 | -3.7 | 4.2
COc1ccc(C)cc1S(=O)(=O)Nc1ccc2c(c1)N(C(C)=O)CCC2 | 0.8 | -0.9 | -1.2 | 0.9 | -3.5 | -5.8 | -1.9 | -7.1 | 2.1

High-throughput results: PubChem BioAssay, The Scripps Research Institute Molecular Screening Center
